# High-throughput results as filed in PubChem BioAssay.
# S1P3 antagonist = antagonists of human S1P3 receptor. CHO S1P3 NFAT-BLA reporter, FRET fluorescence, antagonist mode. inhibition, % at 4.98 µM. actives 0.27% (n = 170,000);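 active = inhibition above the plate cutoff, the mean inhibition of test wells on that plate plus 3 SD, cut at about 28% in these data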;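 also: cells challenged with S1P at its EC80 of 0.8 µM; blue over green emission ratio from cleaved BLA substrate after 4 h stimulation; 0% = S1P-stimulated wells and 100% = unstimulated DMSO-only wells; some compounds past the cut are filed as inactive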
# STAT3 inh = reduces IL-6 driven STAT3 reporter signal. U3A cells, IL-6 STAT3-luciferase reporter, luminescence; host cell line lacks STAT1. inhibition, % at 5.5 µM. actives 0.89% (n = 190,000). AID 862;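 active = inhibition above the mean inhibition across all screened compounds plus 3 SD, cut at about 44% in these data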;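 also: 0% = DMSO only wells and 100% = 100 µM nifuroxazide control wells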
# STAT3 act = STAT3 signaling activation | AID 871 | U3A cells, IL-6 STAT3-luciferase reporter, luminescence; 100% = signal with IL-6 EC80 alone | activation (% of control), % at 5.6 µM | actives 0.91% (n = 190,000);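 active = activation above the screen-wide mean of compound activation plus 3 SD, cut at about 130% in these data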;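 also: 0% = background luminescence of wells with medium and substrate only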
#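 Material: STAT3-luciferase reporter U3A cells; Probe or stimulus: IL-6 (33 ng/mL); Incubation: compound pre-incubation 1 h before IL-6, then 6 h stimulation at 37 °C; Technique: luminescence from STAT3-driven luciferase reporter; Evaluation: % activation versus median of IL-6-stimulated wells; Controls: IL-6-only high control.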
# RAM network inh = yeast RAM network inhibition; actives 1.8% (n = 190,000); AID 868; S. cerevisiae dse1pr::URA3 reporter, 5-FOA growth OD615, 2 d; analog-sensitive cbk1-as2 kinase mutant strain; inhibition, % at 50 µM;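 active = inhibition above a set limit, 3 SD over mean compound inhibition, cut at about 8.4% in these data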;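 also: 0% = DMSO-only wells with no growth and 100% = 10 µM 1-NA-PP1 full growth; inhibition rescues growth on 5-FOA so higher OD means more RAM inhibition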
# PPARg SRC-2 ag = PPARgamma-driven SRC-2 recruitment agonism. PPARgamma LBD-SRC-2 recruitment, biochemical. activation, % at 8 µM. AID 1032. actives 0.34% (n = 200,000); in the data active = activation above about 22%;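 also: 0% = vehicle and 100% = reference agonist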
# Target sequence (P37231 whole entry, looked up, the tested form may be a part): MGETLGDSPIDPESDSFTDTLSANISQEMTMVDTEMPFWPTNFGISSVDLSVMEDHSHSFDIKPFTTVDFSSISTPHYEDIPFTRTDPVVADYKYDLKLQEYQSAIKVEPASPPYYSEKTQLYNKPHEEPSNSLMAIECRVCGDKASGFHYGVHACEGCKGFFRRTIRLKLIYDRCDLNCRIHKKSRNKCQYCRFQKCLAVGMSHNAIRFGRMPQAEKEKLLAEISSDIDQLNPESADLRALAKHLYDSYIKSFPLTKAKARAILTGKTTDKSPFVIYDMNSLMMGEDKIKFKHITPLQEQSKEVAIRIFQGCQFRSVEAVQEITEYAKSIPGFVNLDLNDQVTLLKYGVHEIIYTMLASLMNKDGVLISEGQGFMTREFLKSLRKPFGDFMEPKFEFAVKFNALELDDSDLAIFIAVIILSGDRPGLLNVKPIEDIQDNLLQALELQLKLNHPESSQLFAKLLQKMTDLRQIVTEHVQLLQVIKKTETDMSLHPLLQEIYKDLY
# TR-FRET SRC-2 ct = flags TR-FRET format artefacts in PPARgamma SRC-2 recruitment agonist screen; TR-FRET artefact counter-screen; active compounds read high; TR-FRET ratio at 8 µM; actives 0.4% (n = 200,000); AID 1049; in the data active = TR-FRET ratio above about 2000; also: inactives centre near 1500
# TLR4 MyD88 comp = TLR4-MyD88 interaction inhibition in cells; HeLa CL3-4 TLR4/MyD88 BLA complementation, FRET ratio; inhibition, % at 8.4 µM; actives 0.18% (n = 200,000); in the data active = inhibition above about 25%;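 also: 0% = vehicle and 100% = reference inhibitor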
# PPARg SRC3 recr = promotes SRC-3 coactivator recruitment by human PPARgamma; biochemical PPARgamma/SRC-3 coactivator recruitment assay; activation, % at 8 µM; AID 731; actives 0.26% (n = 200,000); in the data active = activation above about 23%;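 also: 0% = DMSO and 100% = reference agonist; some compounds past the cut are filed as inactive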
# STAT1 blocker = STAT1 signaling inhibition. NIH 3T3 STAT1-luciferase reporter, IFN-gamma, luminescence. inhibition, % at 5.5 µM. actives 0.35% (n = 200,000). AID 920;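 active = inhibition above a set limit, the mean inhibition across all tested compounds plus 3 SD, cut at about 34% in these data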;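 also: 0% = IFN-gamma with DMSO and 100% = IFN-gamma with 300 µM nifuroxazide; values of inactives mirror those of a sister screen read the other way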
# PPARg SRC-1 ag = promotes SRC-1 coactivator recruitment by human PPARgamma | P37231 | PPARgamma-SRC-1 coactivator recruitment biochemical assay | activation, % at 8 µM | actives 0.41% (n = 200,000) | AID 631; in the data active = activation above about 19%;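 also: 0% = DMSO and 100% = reference agonist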
# ROMK primary = human ROMK K+ channel modulation, primary screen; P48048; Tet-inducible ROMK, thallium flux fluorescence; actives lie on both sides; B-score at 10 µM; actives 2% (n = 130,000); AID 1918;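 active = signal ratio slope over the read window, or its plate-corrected B-score, at least 3 SD from the plate mean, either direction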;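 also: B-score of the F/F0 ratio slope over 7 to 12 s after thallium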
# Target sequence (P48048 whole entry, looked up): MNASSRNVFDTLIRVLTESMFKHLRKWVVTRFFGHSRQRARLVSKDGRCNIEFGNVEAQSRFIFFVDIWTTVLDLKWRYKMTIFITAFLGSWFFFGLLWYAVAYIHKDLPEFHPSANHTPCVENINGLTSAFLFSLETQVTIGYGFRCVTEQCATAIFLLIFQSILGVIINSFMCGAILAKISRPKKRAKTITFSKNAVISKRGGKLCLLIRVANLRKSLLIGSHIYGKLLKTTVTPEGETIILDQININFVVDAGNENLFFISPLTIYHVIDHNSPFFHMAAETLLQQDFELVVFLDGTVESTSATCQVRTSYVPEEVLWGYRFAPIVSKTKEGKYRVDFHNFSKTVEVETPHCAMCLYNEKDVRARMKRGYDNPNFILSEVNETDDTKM
# The depositor's hits bear a star; . = no result given.
SMILES,S1P3 antagonist,STAT3 inh,STAT3 act,RAM network inh,PPARg SRC-2 ag,TR-FRET SRC-2 ct,TLR4 MyD88 comp,PPARg SRC3 recr,STAT1 blocker,PPARg SRC-1 ag,ROMK primary
CCOc1ccc(-c2nc(CSCC(=O)NC3CCCc4ccccc43)c(C)o2)cc1 (stereo not drawn),.,0,100,0.6,5,1496,-3,-9,5,2,-0.18
CCOC(=O)c1c(NC(=O)C2C3C=CC(CC3)C2C(=O)O)sc(C)c1CC (stereo not drawn),4,2,96,3.4,8,1752,0,2,6,2,-0.13
CC(=O)N1CCN(CCN=CC2=C(O)CC(C)(C)CC2=O)CC1,-14,-1,102,1.8,-4,1345,-9,0,8,-2,0.12
O=C(c1ccccc1)c1ccc2nc(-c3ccc(NC(=O)c4ccccc4F)cc3)[nH]c2c1,.,35,78,5.0,2,1872,-13,3,4,0,.
COc1ccc(/C=N/Nc2nc3ccccc3c(=O)[nH]2)cc1,.,25,85,0.3,-4,1420,-6,4,-61,-1,.
Fc1ccc(-c2n[nH]c(=S)n2CC2CCCO2)cc1 (stereo not drawn),.,5,96,2.9,-2,1492,-1,-3,-6,-4,2.4*
O=C(c1ccc(S(=O)(=O)N2CCCCC2)cc1)N1CCN(c2ccccc2)CC1,4,3,100,2.1,-2,1448,-10,-7,2,6,.
CN(C)C(=O)CN(c1ccc(F)c(Cl)c1)S(C)(=O)=O,-18,-38,135*,1.0,1,1623,0,-1,7,2,.
CC(=O)Nc1sc(N/N=C\c2ccccc2F)nc1-c1cccs1,-9,-24,122,2.0,-1,1591,-3,1,-19,-2,-0.01
O=C(COC(=O)Cc1c[nH]c2ccccc12)Nc1cccc2ccccc12,0,-16,112,3.5,-8,1571,11,-2,16,-3,.
O=C(CCc1ccccc1O)N/N=C/c1ccc(Sc2cccc3cccnc23)o1,.,7,100,2.7,11,1737,-10,9,7,4,0.88
CC1CCCN(C(=O)C2(NC(=O)Nc3cccc(F)c3)CCCCC2)C1 (stereo not drawn),3,8,100,-0.3,-4,1552,0,-4,0,-5,-0.26
CCn1c2ccccc2c2cc(NC(=O)COC(=O)Cc3cn4ccsc4n3)ccc21,-10,-17,121,0.8,7,1505,-4,18,-2,0,-1
Cc1cccc(C(=O)N[C@H](C(=O)Nc2ccc(C)c(S(=O)(=O)N(C)C)c2)C(C)C)c1,-8,-1,102,3.2,-4,1349,-7,8,3,6,-0.64
c1csc(-c2cn3ccc4ccccc4c3n2)c1,5,-81,171*,0.8,0,1561,0,3,-49,-1,.
CC(C)C(=O)Nc1ccc2oc(=O)ccc2c1,-11,8,97,1.9,-3,1312,10,-1,-10,-10,-0.15
COc1ccc(N2CCN(C(=O)CSc3nnc(-c4cccnc4)n3-c3ccc(F)cc3)CC2)cc1,.,-2,102,-1.9,-1,1551,5,4,1,9,.
O=C1CC(N2CCOCC2)C(=O)N1c1ccc2c(c1)OCO2 (stereo not drawn),-40,6,98,0.3,3,1475,1,0,0,-7,-1
CSc1ccccc1C(=O)Nc1ccc(C)cc1C,4,29,79,0.6,4,1778,-3,1,-4,1,1.9
O=C1CN(c2nc(-c3cccnc3)nc3sc4c(c23)CCCC4)CCN1,12,6,105,-1.7,-3,1496,4,-2,-9,3,0.73
O=C(CSc1cc(Cl)ccc1Cl)NC1CCCc2ccccc21 (stereo not drawn),1,-4,104,3.8,-7,1456,4,-1,2,-4,.
Cc1ccc(CN=C(Nc2ccccc2)NC2CCCCC2)cc1,6,-4,108,1.6,-4,1656,-10,-5,8,1,.
Cc1ccc(C)c(N2CCN(C(=O)CCn3c(=S)[nH]c4cc5c(cc4c3=O)OCO5)CC2)c1,.,-3,106,1.0,0,1654,-9,-6,-11,8,.
N#CC1=C2Sc3ccccc3N2CCCC1=O,-6,-11,115,0.6,12,1765,8,6,-18,7,-0.62
CCOc1ccc(OCC)c(S(=O)(=O)N2CCOCC2)c1,-9,5,98,-0.2,5,1528,5,2,5,-1,0.98

# Retrieved one by one from the entries so far, two records:
SMILES,S1P3 antagonist,STAT3 inh,STAT3 act,RAM network inh,PPARg SRC-2 ag,TR-FRET SRC-2 ct,TLR4 MyD88 comp,PPARg SRC3 recr,STAT1 blocker,PPARg SRC-1 ag,ROMK primary
N#CC1=C2Sc3ccccc3N2CCCC1=O,-6,-11,115,0.6,12,1765,8,6,-18,7,-0.62
CCn1c2ccccc2c2cc(NC(=O)COC(=O)Cc3cn4ccsc4n3)ccc21,-10,-17,121,0.8,7,1505,-4,18,-2,0,-1

# (list continues)
SMILES,S1P3 antagonist,STAT3 inh,STAT3 act,RAM network inh,PPARg SRC-2 ag,TR-FRET SRC-2 ct,TLR4 MyD88 comp,PPARg SRC3 recr,STAT1 blocker,PPARg SRC-1 ag,ROMK primary
CCCn1c(-c2ccc[nH]c2=O)nc2ccccc21,-2,-2,106,0.4,-4,1440,1,4,0,5,.
NC(CSCc1ccccc1Cl)C(=O)O (stereo not drawn),-18,2,105,2.3,-13,1434,-3,0,2,-16,0.29
Cc1noc(/C=C/c2ccco2)c1S(=O)(=O)N1CCC(C(=O)N2CCc3ccccc32)CC1,.,0,104,6.5,3,1492,12,1,0,5,.
Cc1ccc(SCCC(=O)N2CCOCC2)cc1,-1,1,102,-0.3,1,1415,8,-2,-15,2,.
COc1ccccc1NC(=O)c1nnn(Cc2ccccc2)c1NC(C)=O,12,5,98,1.2,16,1468,-4,2,5,13,-0.19
Cc1ccccc1NC(=O)CSc1nc2cc3c(cc2cc1C)CCC3,.,12,92,6.5,5,1530,8,11,-4,-5,.
N/C(=N\N=C\c1ccnc2ccccc12)SC1CC(=O)N(c2ccc(Br)cc2)C1=O (stereo not drawn),.,13,97,3.2,-3,1580,2,2,-2,11,.
N#Cc1cc(C#N)c(N2CCN(c3cccc(Cl)n3)CC2)nc1N,.,14,92,0.1,6,1603,-19,1,-24,3,.
COc1ccc(C2=NN(CN3C(=O)C(=O)c4ccccc43)C(c3ccc(OC)cc3)C2)cc1 (stereo not drawn),-11,5,99,5.9,13,1810,-11,1,-14,6,0.23
COc1ccccc1N1CCN(C2CCN(C(=O)COc3cccc(C)c3)CC2)CC1,-13,-12,110,3.7,0,1439,-17,-6,-2,-11,-2.3
CCCc1nc(SCC(=O)N2CCc3ccccc3C2)c2ccccc2n1,.,14,98,1.5,0,1565,8,-3,7,-2,.
CCOC(=O)C1=NNC(C(=O)c2ccccc2)C1c1ccc(OC)cc1 (stereo not drawn),.,-14,114,.,15,1739,-6,10,5,0,.
CCn1c(CNC(=O)COc2ccc(C(C)C)cc2)nnc1SCC(=O)Nc1ccc(F)cc1,.,10,98,10.0*,5,1510,-8,-6,5,-1,.
COCCN(CCOC)S(=O)(=O)c1ccc(C(=O)Nc2nc3c(s2)CCc2ccccc2-3)cc1,-3,17,86,4.2,-6,1547,4,1,0,-4,.
CC(C)c1cc(C(=O)N/N=C/c2cccnc2)n[nH]1,8,-6,106,2.6,5,1565,4,5,-6,4,.
Cc1ccc(OCCCCNC2CCCC(C)C2C)c(C)c1 (stereo not drawn),-29,-11,109,2.7,3,1356,-8,1,4,-1,.
O=C(/C=C/c1ccccc1[N+](=O)[O-])NCCc1ccc(F)cc1,-26,3,100,3.0,-1,1515,-5,1,-14,-4,1.5
CC1=NCCN1S(=O)(=O)c1cc(Cl)ccc1Cl,-42,-3,107,1.3,-5,1311,3,2,1,2,.
CC(=O)N1CCN(c2ccc(Oc3ncnc4sccc34)cc2)CC1,-5,9,97,3.4,0,1543,-8,-12,7,3,-0.27
Cc1ccc(C(=O)NCC(=O)NCC(=O)OCC(=O)c2ccc(Br)cc2)cc1,3,-7,104,4.2,-14,1397,4,-2,12,-8,0.7
CC1CN(Cc2cc(=O)[nH]c(C(C)C)n2)CC(C)O1 (stereo not drawn),.,5,98,0.2,4,1424,-6,12,11,0,.
CC(=O)c1cccc(NC(=S)NNC(=O)c2ccco2)c1,-2,6,101,1.6,-7,1422,17,0,-9,4,-0.062
O=C(NCc1ccncc1)C(=O)NCC(c1ccco1)N1CCN(c2ccc(F)cc2)CC1 (stereo not drawn),-6,1,97,0.6,-3,1637,-5,-1,9,2,-0.03
CC(C)(C)C(=O)N1CCN(c2ccc([N+](=O)[O-])c(NCC3CCCO3)c2)CC1 (stereo not drawn),.,6,99,0.4,2,1444,-13,-3,8,-3,.
CCOC(=O)CC(=O)CSc1ncnc2c1cnn2-c1ccccc1,18,11,94,2.6,-3,1453,-9,5,-47,-6,.
# The results go on:
SMILES,S1P3 antagonist,STAT3 inh,STAT3 act,RAM network inh,PPARg SRC-2 ag,TR-FRET SRC-2 ct,TLR4 MyD88 comp,PPARg SRC3 recr,STAT1 blocker,PPARg SRC-1 ag,ROMK primary
CCOCc1cnc(C)nc1NCC(=O)c1c(C)[nH]c2ccc(OC)cc12,.,-6,106,2.1,12,1593,-6,2,2,10,0.56
CC(=O)c1cccc(NC(=O)C2C3C=CC(C3)C2C(=O)O)c1 (stereo not drawn),13,2,100,0.2,6,1548,3,-2,0,-7,-1.2
Cc1ccc(C(=O)c2cc3ccccc3o2)cc1,.,23,83,1.1,1,1596,12,-4,-62,1,.
Cc1ccc2oc(=O)cc(CN3CCOCC3)c2c1,-16,4,98,1.0,0,1512,4,6,4,12,0.5
CN1CCN(c2ccccc2NC(=O)c2sc3ccccc3c2Cl)CC1,-13,-7,109,0.6,14,1523,-9,4,-8,-7,0.24
CCN1C(=O)C(CC(=O)Nc2ccc(OC)cc2)N(CCc2ccc(F)cc2)C1=S (stereo not drawn),1,7,98,16*,6,1437,12,1,3,1,-0.52
O=C(c1ccco1)N1CCCN(Cc2nc(-c3ccc4c(c3)OCO4)no2)CC1,6,3,101,-0.6,8,1628,-2,1,-4,1,0.15
COc1ccc(CCN(Cc2ccccn2)C(=S)Nc2ccccc2C)cc1OC,-16,-3,103,-0.2,1,1633,-20,2,-1,6,-0.0029
O=C(CN(C(=O)CSc1nnc(COc2ccccc2)o1)c1ccc(F)cc1)NC1CCCC1,-8,3,99,15*,1,1751,2,6,-3,5,-0.41
CCOc1ccc(N(CC(=O)NCCc2ccc(Cl)cc2)S(=O)(=O)c2c(C)[nH]c(=O)[nH]c2=O)cc1,0,6,103,4.3,0,1557,10,-3,-9,-1,0.62
Cc1ccccc1-c1nc(CS(=O)CC(=O)NCCN2CCOCC2)c(C)o1 (stereo not drawn),-32,3,105,1.0,2,1675,-18,7,0,5,.
O=C1c2ccccc2C(Nc2ccc(F)c(Cl)c2)N1Cc1ccco1 (stereo not drawn),-1,0,104,5.5,6,1691,4,8,3,4,.
COC(=O)CCC(=O)c1oc2ccccc2c1N,14,17,92,1.9,7,1586,-3,-10,-10,0,.
COCCNC(=O)CCc1c(C)nc2c(-c3ccc(F)cc3)c(C)nn2c1C,.,13,93,0.0,6,1621,6,-9,0,-4,.
Cc1ccn2c(CN3CCOCC3)c(-c3ccccc3)nc2c1,.,9,97,-0.1,6,1405,0,9,-16,2,.
Cc1nn(-c2ccccc2)c(N)c1Sc1ccccc1[N+](=O)[O-],16,12,92,0.0,5,1637,10,-1,0,4,.
